GAA inh = blocks human lysosomal alpha-glucosidase | purified human GAA, 4-MU-alpha-glucoside fluorescence | Potency, µM (highest dose often 76.9 µM), inactives show at the highest dose activity change, negative = inhibition, hits mostly inhibitors | P10253 | 0.005% of 200,000 active;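 note: plate controls were uninhibited enzyme wells for no effect and no-enzyme background for full effect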
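Fluorescence at Ex 365/Em 440 nm from 4-methylumbelliferone reported enzyme activity after 20 min at room temperature. Reactions used 4 nM enzyme and 400 uM substrate at pH 5.0; curves fitted with the Hill equation.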
GAA glycogen = inhibitors or activators of human alpha-glucosidase glycogen cleavage | P10253 | recombinant GAA, glycogen substrate, Amplex Red glucose oxidase fluorescence | Potency, µM (series often up to 76.4 µM), for inactives: at the highest dose activity change, negative = inhibition, hits mostly inhibitors | 0.38% of 300,000 active | AID 2100;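 note: 0% = full enzyme reaction and -100% = no-enzyme basal signal; the screen sought inhibitors and activators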
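Natural-substrate format: glycogen cleavage by 4 nM human enzyme, glucose read by Amplex Red coupling (Ex 573, Em 610 nm). Normalized to enzyme and no-enzyme controls.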
GLA spleen mod = alpha-galactosidase A (human) modulation. human spleen homogenate, 4MU-alpha-Gal fluorescence, 40 min. P06280. AID 2107. Potency, µM (titrated, usually from 80 µM), for the others: top-dose activity change, negative = inhibition, most hits filed as inhibitors. 0.008% of 240,000 active;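 note: 0% = enzyme with vehicle and -100% = no enzyme basal signal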
Target sequence (P06280 32-429 limits assumed): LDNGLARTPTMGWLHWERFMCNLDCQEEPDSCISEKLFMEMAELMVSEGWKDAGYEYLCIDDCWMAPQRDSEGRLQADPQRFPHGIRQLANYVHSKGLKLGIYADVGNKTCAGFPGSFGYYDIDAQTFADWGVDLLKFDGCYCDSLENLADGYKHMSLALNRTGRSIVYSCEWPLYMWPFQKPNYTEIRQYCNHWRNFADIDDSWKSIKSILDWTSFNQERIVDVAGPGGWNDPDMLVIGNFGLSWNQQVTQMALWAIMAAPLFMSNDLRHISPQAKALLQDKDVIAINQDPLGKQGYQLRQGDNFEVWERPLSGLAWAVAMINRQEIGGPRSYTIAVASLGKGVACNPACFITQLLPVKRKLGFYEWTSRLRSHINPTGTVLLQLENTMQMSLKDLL
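Human spleen homogenate (1 ug) as enzyme source, 4-methylumbelliferyl-alpha-D-galactopyranoside 1 mM final, citrate/phosphate pH 5.0 with 0.01% Tween-20. Compounds 40 min at 37C, NaOH/glycine stop; fluorescence Ex 365/Em 440, Hill-fit AC50.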
Tau fluor counter = counter-screen for tau fibril formation inhibitors. tau K18 P301L Alexa594 fluorescence, heparin fibrillization. Potency, µM (doses to about 57.7 µM), for the others: at the highest dose activity change, negative = decrease. 0.93% of 280,000 active. AID 1463; note: % is set by controls: 0 for no effect and ±100 for the full control effect; nearly all actives have a fitted effect of over 55% in size
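Human K18 P301L tau (15 uM unlabeled plus 0.24 uM Alexa 594-labeled, final) in 100 mM sodium acetate pH 7 was mixed with compound and 20 uM heparin and incubated 6 hr at 37 C.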
Tau fibril FP = blocks human tau fibril formation measured by polarization. P10636. K18 P301L tau heparin fibrillization, Alexa594 FP, 6 h. Potency, µM (titrated, usually from 57.7 µM), for the others: top-dose activity, negative = inhibition, hits mostly inhibitors. 0.39% of 280,000 active; note: % is set by controls: 0 for no effect and ±100 for the full control effect; nearly all actives have a fitted effect of over 55% in size
Target sequence (P10636 561-689 P618L limits assumed): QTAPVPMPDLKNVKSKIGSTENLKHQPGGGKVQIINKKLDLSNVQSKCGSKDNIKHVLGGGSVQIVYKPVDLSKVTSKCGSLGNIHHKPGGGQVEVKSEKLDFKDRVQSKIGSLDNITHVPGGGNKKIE
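Human tau K18 […] P301L fragment, 15 uM unlabeled plus 0.24 uM Alexa 594-labeled tau (final), with compound and 20 uM heparin in 100 mM sodium acetate pH 7; 6 hr at 37 C, then Alexa 594 FP read.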
aGlu spleen mod = inhibitors or activators of human alpha-glucosidase in spleen homogenate; P10253; human spleen homogenate, 4-MU-alpha-glucoside fluorescence; Potency, µM (highest dose often 79.9 µM), inactives show top-dose activity change, negative = inhibition, actives largely listed as inhibitors; 0.006% of 240,000 active;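 note: 0% = enzyme with vehicle and -100% = no enzyme basal signal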
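Enzyme source: human spleen homogenate, 1 ug/well. Buffer 50 mM citric acid/K phosphate pH 5.0, 0.01% Tween-20. 4-MU-alpha-glucoside 1 mM; 37 C x 40 min; NaOH/glycine stop; fluorescence.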
HTT ATP protect = cytoprotection in Huntington HTT-Q103 PC12 cell model; PC12 HTT-Q103 induced, cytoprotection, ATP luminescence, 40 h; 0.14% of 230,000 active; Potency, µM (titrated, usually from 56.4 µM), without a hit: cytoprotection (ATP increase), actives largely listed as activators; AID 1471;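 note: % of control where 0% means no effect; nearly all actives have a fitted effect of over 45% in size; toxic huntingtin expression switched on by the ecdysone agonist tebufenozide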
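Rat PC12, Q103 Htt exon1-GFP fusion, ecdysone promoter; tebufenozide inducer 100 nM final; compound titration; qHTS, 1500 cells/well; ATPlite luminescent read.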
Tau ThT inhib = blocks human tau fibril formation measured by thioflavin T; P10636; recombinant tau K18 P301L (four-repeat tau fragment), heparin-induced fibrillization, ThT fluorescence; Potency, µM (highest dose often 57.4 µM), inactives show at the highest dose activity, negative = inhibition, actives largely listed as inhibitors; 2.1% of 270,000 active; AID 1460; note: % is set by controls: 0 for no effect and ±100 for the full control effect; nearly all actives have a fitted effect of over 55% in size
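Recombinant human tau K18 fragment […] carrying P301L, 15 uM unlabeled plus 0.24 uM Alexa 594-labeled, was fibrillized with 20 uM heparin in 100 mM sodium acetate pH 7 for 6 hr at 37 C; 30 uM ThT fluorescence read after 1 hr.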
Starred values were filed as active, the others as inactive; ? = inconclusive; · = no result given; [ ] = remark or other dose. Calls come from the whole dose curve; as a rule, active = well fitted curve in the direction sought with a large enough effect; inconclusive = small, poorly fitted or top-dose-only effect, or another doubt; inactive = no such curve, though single readings can be large; an effect the other way counts as inactive or inconclusive. Potency is the fitted concentration of half-maximal effect. The order is random; 3.3% or so of the library scored in one or more.

SMILES,GAA inh,GAA glycogen,GLA spleen mod,Tau fluor counter,Tau fibril FP,aGlu spleen mod,HTT ATP protect,Tau ThT inhib
CCCCC1(C(=O)OCC)CC(CN2CCOCC2)OC1=O (stereo not drawn),-13%,-3%,-5%,3%,-1%,-7%,-6%,6%
COc1ccc(C(=O)Sc2ccc(Cl)cc2)cc1OC,4%,-5%,-12%,-8%,-9%,-12%,-3%,-15%
Clc1ccc2c(NCc3ccccn3)ncnc2c1,-3%,-4%,-2%,-3%,3%,0%,2%,-2%
Cc1ccccc1S(=O)(=O)NC1OC(=O)C(Oc2ccccc2)=C1Br (stereo not drawn),2%,-5%,9%,0%,-11%,-1%,13%[10 µM],-18%
O=C(Nc1cccc(NC(=O)c2ccco2)c1)c1cnccn1,7%,8%,-11%,-8%,6%,-1%,-6%[10 µM],-3%
Cc1ccc(SCC(=O)N2CCN(c3ccccn3)CC2)cc1,·,-1%,1%,-14%,1%,1%,-11%[10 µM],-16%
O=C(NCCCN1CCCCC1)c1ccc2c(=O)n(CCc3ccccc3)c(=O)[nH]c2c1,?,-4%,15%,-11%,7%,6%,-56%[inhibitor],-13%
CC1CN(C(=O)c2ccn(C)n2)CC(C)O1 (stereo not drawn),-6%,5%,-8%,-3%,-4%,-2%,·,-2%
COc1ccc(-c2cn3nc(N4CCCC(C(=O)NCc5ccccc5Cl)C4)sc3n2)cc1 (stereo not drawn),·,-7%[76.3 µM],·,?,7%,·,·,?
COc1ccc(Cn2nnnc2CN(Cc2cc3cccc(C)c3[nH]c2=O)C2CCCC2)cc1,-8%,-17%,6%,-12%,-5%,-4%,-35%,?
O=C(Cn1nc(-c2cccc([N+](=O)[O-])c2)c2ccccc2c1=O)NCC1CCCO1 (stereo not drawn),5%,-2%,-3%,-9%,-5%,1%,·,-3%
Cc1nc2cc(N)ccc2n1C1CCCCC1,-3%,5%,-4%,-22%,-8%,-3%,6%[10 µM],?
O=c1[nH]c(SCc2c(Cl)cccc2Cl)nc2ccccc12,8%,0%,4%,17%,-5%,3%,12%[10 µM],13%
CC(=O)C1C(c2ccc(F)cc2)NC(=O)NC1(O)C(F)(F)F (stereo not drawn),-4%,0%,-1%,-11%,4%,-9%,16%,-14%
Cc1ccc(NC(=S)NCc2ccccc2)cc1S(=O)(=O)N1CCCCC1,?,-12%,-2%,13µM*[quencher],20µM*,-3%,-163%[inhibitor],5%
Cc1ccccc1NC(C)C(=O)N/N=C/c1ccccc1OCc1cccc(Br)c1 (stereo not drawn),-5%,-10%,1%,-21%,13%,-4%,-77%[inhibitor],-8%
O=C(Cc1ccccc1)c1c[nH]c(C(=O)NCCCn2ccnc2)c1,-10%,-1%,1%,-8%,-7%,·,-17%,-14%
CCn1cnc2cc(NC(=O)c3cccs3)ccc21,7%,0%,5%,7%,6%,0%,·,3%
CC(C)COP(=O)(OCC(C)C)C(Nc1ccccc1)c1ccccc1 (stereo not drawn),·,-14%,10%,-13%,11%,-6%,-1%[10 µM],-15%
CN(C)CCN=c1cc(-c2ccccc2)oc2ccc(Cl)cc12,-10%,8%,10%,-21%,-16%,7%,-59%[inhibitor],?
COCCCNC(=O)c1ccc2c3c(onc13)-c1ccccc1C2=O,·,9%,-13%,5.6µM*[quencher],?,0%,-45%[10 µM],6.3µM*
Cc1cccc2[nH]c3c(N4CCN(C(=O)c5ccco5)CC4)ncnc3c12,4%,-8%,12%,?,?,-2%,-42%[inhibitor],?
Cc1csc(NC(=O)c2cccc(C)c2C)n1,1%,-10%,-7%,-7%,-5%,-9%,-4%,-9%
OCCCC1CCCCN1Cc1nc(Cc2ccccc2Cl)no1 (stereo not drawn),0%,-5%,-15%,-11%,1%,6%,-7%[10 µM],-9%
CC(C)CCn1nnnc1CN1CCN(C(c2ccccc2)c2ccccc2)CC1,-8%,-10%,-4%,-16%,-5%,-7%,-53%[inhibitor],?

One compound at a time, from the list above. Values in the order: GAA inh	GAA glycogen	GLA spleen mod	Tau fluor counter	Tau fibril FP	aGlu spleen mod	HTT ATP protect	Tau ThT inhib
Cc1ccc(SCC(=O)N2CCN(c3ccccn3)CC2)cc1 is entered as ·	-1%	1%	-14%	1%	1%	-11%[10 µM]	-16%
CC(=O)C1C(c2ccc(F)cc2)NC(=O)NC1(O)C(F)(F)F (stereo not drawn) is entered as -4%	0%	-1%	-11%	4%	-9%	16%	-14%
CCn1cnc2cc(NC(=O)c3cccs3)ccc21 is entered as 7%	0%	5%	7%	6%	0%	·	3%
Cc1ccccc1NC(C)C(=O)N/N=C/c1ccccc1OCc1cccc(Br)c1 (stereo not drawn) is entered as -5%	-10%	1%	-21%	13%	-4%	-77%[inhibitor]	-8%

Two entries from above, with each value named:
> OCCCC1CCCCN1Cc1nc(Cc2ccccc2Cl)no1 (stereo not drawn)
  GAA inh: 0%
  GAA glycogen: -5%
  GLA spleen mod: -15%
  Tau fluor counter: -11%
  Tau fibril FP: 1%
  aGlu spleen mod: 6%
  HTT ATP protect: -7%[10 µM]
  Tau ThT inhib: -9%

> Cc1csc(NC(=O)c2cccc(C)c2C)n1
  GAA inh: 1%
  GAA glycogen: -10%
  GLA spleen mod: -7%
  Tau fluor counter: -7%
  Tau fibril FP: -5%
  aGlu spleen mod: -9%
  HTT ATP protect: -4%
  Tau ThT inhib: -9%

(further entries)
SMILES,GAA inh,GAA glycogen,GLA spleen mod,Tau fluor counter,Tau fibril FP,aGlu spleen mod,HTT ATP protect,Tau ThT inhib
Cc1cc(C)c(C(N)=O)c(Nc2ccc3c(c2)OCCO3)n1,-1%,-19%,-1%,2%,10%,-4%,5%[10 µM],-2%
OCCN(CCO)c1ccc(C(c2ccc(Cl)cc2)c2ccc(N(CCO)CCO)cc2Cl)c(Cl)c1,2%,0%,6%,0%,9%,-1%,-9%[10 µM],4%
CCN(CC)CCCN(C(=O)Cn1nnc(-c2ccc(OC)c(OC)c2)n1)C(C(=O)NC(C)(C)C)c1ccc(F)cc1 (stereo not drawn),-5%,3%,-4%,-9%,-4%,0%,8%[10 µM],-4%
C=C(C)C(=O)Nc1ccc(OC(F)(F)C(F)F)c(NC(=O)C(=C)C)c1,2%,-3%,-5%,-3%,-10%,7%,-30%,-8%
O=C(NNS(=O)(=O)c1ccccc1Cl)c1nn(-c2ccc(F)cc2)ccc1=O,-10%,-27%,-8%,-6%,-4%,-16%,8%[10 µM],-13%
CCC(C)NS(=O)(=O)c1ccc(OCC(=O)N2CCC(C)CC2)cc1 (stereo not drawn),-1%,-1%,4%,2%,7%,-6%,-19%[10 µM],3%
COc1ccc(Cl)cc1N1CC(c2nc3ccccc3[nH]2)CC1=O (stereo not drawn),-9%,0%,?,2%,3%,-15%,3%[10 µM],-7%
C[n+]1cccc2cccc([O-])c21,9%,18%,-3%,-25%,?,-8%,17%[10 µM],16µM*
CCc1cccc(-n2nnc(-c3nc(-c4cccs4)no3)c2N)c1,·,18%[76.3 µM],·,0%,-16%,·,·,0%
CCOC(=O)c1c(NC(=O)Cn2nc(C(=O)O)c3ccccc3c2=O)sc2c1CCC(C)C2 (stereo not drawn),·,-3%,-4%,3%,7%,4%,13%[10 µM],-2%
Cc1ccc(C)c(NC(=O)C2CCCN2/C=C/C(=O)C(F)(F)F)c1 (stereo not drawn),-1%,7%,2%,-4%,-8%,2%,-14%[10 µM],-3%
Cc1nc2cc(S(=O)(=O)N(C)C)ccc2n1-c1ccccc1,-6%,2%,1%,8%,9%,-15%,-20%,1%
CC(C)C[C@@H](CC(=O)N[C@@H](CCC(=O)O)CC(=O)O)NC(=O)[C@@H]1CCCC[C@H]1NC(=O)C[C@H](CCCN)NC(=O)C[C@H](CO)NC(=O)[C@@H]1CCCC[C@H]1N,·,·,-9%,-5%,-3%,-1%,?,-4%
CC(C)CC(=O)NNC(=S)Nc1ccc(S(N)(=O)=O)cc1,0%,?,3%,-5%,-13%,0%,-55%[inhibitor],-18%
Cn1nccc1-c1cc(Cl)cc(Cl)c1O,-3%,2%,6%,?,?,-2%,1%[10 µM],?
COC1C=CC(CNC(=O)c2cc3c(=O)n4cccc(C)c4nc3n2C)(OC)O1 (stereo not drawn),?,0%,7%,-9%,5%,8%,-39%[inhibitor],-14%
Cc1ccccc1NC(=O)Cn1c(=O)n(Cc2ccco2)c(=O)c2ccc(C(=O)NC3CCCC3)cc21,·,17%[76.3 µM],·,-26%,?,·,·,5%
Cc1c(S(=O)(=O)N2CCN(C(c3ccccc3)c3ccccc3)CC2)c(=O)n(C)c(=O)n1C,?,-7%,-3%,2%,-7%,-6%,14%[10 µM],-4%
CCCCn1nnnc1NCc1cccc(OC)c1OC,-1%,12%,-5%,-2%,-1%,-3%,-28%[0.074 µM],-2%
COc1ccc(-n2nc([N+](=O)[O-])c(=NCCc3ccc(OC)c(OC)c3)n2O)cc1,-1%,-4%,0%,-7%,15%,1%,-16%[10 µM],?
S=c1[nH]nc(CCc2ccc(Cl)cc2)o1,0%,-7%,-1%,-1%,6%,-17%,·,-5%
CC1Cc2ccccc2N1Cc1cc(=O)n2ccsc2n1 (stereo not drawn),-6%,-17%,19%,-23%,17%,-4%,·,-19%
CCOC(=O)c1ccc2c(c1)[n+](CC)c(C)n2-c1ccccc1,8%,-3%,6%,5%,0%,1%,-7%[10 µM],1%
Cc1ccccc1Nc1c(F)c(F)c(F)c(F)c1C(=O)O,-2%,2%,9%,-7%,12%,-9%,-36%,-11%
Cc1cc(CN(C)C(=O)CC2C(=O)NCCN2CC(c2ccccc2)c2ccccc2)on1 (stereo not drawn),13%,14%,8%,7%,-6%[2.34 µM],8%,25%[10 µM],7%
Cc1ccc(NC(=S)N(CCCN2CCCC2)Cc2cccn2Cc2ccc(Cl)cc2)cc1C,-8%,3%,-2%,-27%,-6%,-2%,-12%,?
O=C(Nc1ccc(F)c(Cl)c1)N1CCC(CN2CCOCC2)CC1,·,0%[76.3 µM],·,-5%,-3%,·,·,-4%
